AmpC no deterg – inhibitors of E. coli AmpC beta-lactamase without detergent; P00811; AmpC nitrocefin hydrolysis, absorbance 480 nm, 0.0001% Triton; 330,000 tested, 0.52% active; Potency, µM (highest dose often 57.1 µM), for the others: at the top dose activity change, negative = inhibition, actives largely listed as inhibitors;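 also: potency is read from the fitted curve at half-maximal effect; plate controls were no compound for no effect and no enzyme for full effect; nearly all actives have a fitted effect of over 20% in size; some results filed as inactive show a strong effect at the top dose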
Target sequence (P00811 whole entry, looked up): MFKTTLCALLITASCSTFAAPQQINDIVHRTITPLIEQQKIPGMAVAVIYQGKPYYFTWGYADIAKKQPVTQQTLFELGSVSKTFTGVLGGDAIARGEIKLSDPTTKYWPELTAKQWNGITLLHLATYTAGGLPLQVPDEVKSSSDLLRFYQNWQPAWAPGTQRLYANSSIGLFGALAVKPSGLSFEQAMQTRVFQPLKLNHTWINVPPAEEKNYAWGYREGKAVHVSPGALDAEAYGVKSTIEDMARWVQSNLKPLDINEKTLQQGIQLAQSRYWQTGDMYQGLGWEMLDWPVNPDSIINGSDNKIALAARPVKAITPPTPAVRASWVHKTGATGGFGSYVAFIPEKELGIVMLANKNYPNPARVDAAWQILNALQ
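20 mM phosphate pH 7.0 + 0.01% (detergent screen) or 0.0001% Triton X-100; 5.3 nM AmpC reagent; cpd preinc 15 min RT; nitrocefin (800 uM stock) to start; A480 q20 s × 4 min; Activity was normalised to no-enzyme and no-compound control wells.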
AmpC inh detg – blocks E. coli AmpC beta-lactamase in detergent assay | 370,000 tested, 0.041% active | P00811 | Potency, µM (series often up to 114 µM), for the others: at the top dose activity change, negative = inhibition, actives largely listed as inhibitors | AmpC hydrolysis of nitrocefin, absorbance 480 nm, 0.01% Triton;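 also: potency is read from the fitted curve at half-maximal effect; 0% = no-compound wells and -100% = no-enzyme wells; nearly all actives have a fitted effect of over 25% in size; some results filed as inactive show a strong effect at the top dose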
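AmpC (5.3 nM in the dispensed reagent) in 20 mM phosphate pH 7.0 with 0.01% (detergent screen) or 0.0001% Triton X-100 was preincubated with compounds for 15 min at room temperature. Nitrocefin was then added from an 800 uM solution, and hydrolysis was followed at 480 nm.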
HCMV inh – human cytomegalovirus inhibition. HFF cells, HCMV-luciferase reporter, 72 h; hits give low values. activity change, negative = inhibition, % at 57.5 µM. 410,000 tested, 4.5% active. AID 1259415; in the data active = activity change below about -60%; inconclusive = no clear call, values can overlap the other calls; inactive = above about -39%
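Luciferase read-out from HCMV-luciferase-infected HFFs (MOI 1 PFU/cell) 72 h post infection at 37C; compounds added after 16 h cell attachment; activity normalized between buffer-only basal and Salinomycin (10uM) inhibitor controls.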
AMA1 RON2 block – AMA1-RON2 (P. falciparum) interaction inhibition; 360,000 tested, 0.2% active; AlphaScreen AMA1-biotinylated RON2 peptide binding; Potency, µM (doses to about 58.2 µM), for inactives: at the top dose activity change, negative = inhibition, usual class: inhibitors;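 also: potency is read from the fitted curve at half-maximal effect; 0% = vehicle wells and -100% = peptide control; nearly all actives have a fitted effect of over 45% in size; some results filed as inactive show a strong effect at the top dose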
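AMA1 (3D7) with his tag at 25 nM final met compounds first, then biotinylated RON2 peptide at 25 nM; detection used donor plus acceptor beads, 10 µg/mL apiece, read by AlphaScreen after 30 min at room temperature.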
FBPA Giardia inh – Giardia lamblia aldolase inhibition; 290,000 tested, 0.71% active; Potency, µM (top dose mostly 59.6 µM), for inactives: at the top dose activity, negative = inhibition, most hits filed as inhibitors; purified Giardia FBPA; also: potency is read from the fitted curve at half-maximal effect; nearly all actives have a fitted effect of over 55% in size
Target sequence (A8B2U2 whole entry, looked up): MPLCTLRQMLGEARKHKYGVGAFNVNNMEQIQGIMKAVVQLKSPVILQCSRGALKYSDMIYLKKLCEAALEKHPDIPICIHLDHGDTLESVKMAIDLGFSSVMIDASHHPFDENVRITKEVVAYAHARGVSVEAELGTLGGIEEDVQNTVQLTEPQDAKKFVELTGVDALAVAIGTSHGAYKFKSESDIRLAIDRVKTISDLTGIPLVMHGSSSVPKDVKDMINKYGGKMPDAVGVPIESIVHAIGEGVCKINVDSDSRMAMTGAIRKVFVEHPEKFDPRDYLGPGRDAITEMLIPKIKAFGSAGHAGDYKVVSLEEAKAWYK
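40 nM FBPA preincubated 10 min at RT with compound (up to 57.5 uM final), then substrate plus GAPDH/TPI/NAD/arsenate coupling and diaphorase/resazurin added. Fluorescence read after 20 min at RT, 525/598 nm.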
Sm TGR inh – S. mansoni TGR enzyme inhibition; Q962Y6; purified TGR, DTNB reduction, TNB absorbance 405 nm; Potency, µM (doses to about 114 µM), for the others: at the top dose activity change, negative = inhibition, actives largely listed as inhibitors; 360,000 tested, 3% active; also: potency is read from the fitted curve at half-maximal effect; nearly all actives have a fitted effect of over 60% in size
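Kinetic colorimetric format: TGR-catalysed, NADPH-driven DTNB reduction monitored via TNB absorbance. Enzyme dispensed at 20 nM; compound exposure 15 min at room temperature before reaction start.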
Active calls of the source: *; ? = inconclusive; · = not tested or not shown; & = joins results of further samples; [ ] = dose if it differs, or a comment. Unless noted, calls follow the shape of the dose curve; as a rule, active = well fitted curve in the direction sought with a large enough effect; inconclusive = small, poorly fitted or top-dose-only effect, or another doubt; inactive = no such curve, though single readings can be large; an effect the other way counts as inactive or inconclusive. Unless noted, % is scaled to controls: 0 for no effect and ±100 for the full control effect.

item	structure	AmpC no deterg	AmpC inh detg	HCMV inh	AMA1 RON2 block	FBPA Giardia inh	Sm TGR inh
1	CC(C)CCN1C(=O)c2ccc(C(=O)NCc3ccco3)cc2C1=O	-16%	-14%	20	0%	4%	0%
2	COc1ccc(C)cc1Nc1nc(C)nc2sc(C)cc12	4%	-6%	-28	-9%	5%	6%
3	Cc1cccc(Oc2ccc(N)cc2)c1	-13%	0%	61	-14%	-6%	-18%
4	CC(=O)Nc1ccc(S(=O)(=O)Oc2ccc3c(c2)C(C)=CC(C)(C)N3)cc1	-21%	-5%	·	·	-23%	-19%
5	CCn1cc(S(=O)(=O)c2ccc(C)cc2)[nH]c1=O	-21%	-4%	75	5%	1%	6%
6	O=C(NCCn1cccc1)c1cccc2ccccc12	-43%	-8%	-33	-6%	6%	28µM*
7	O=C(NC(=S)NCC1CCCO1)c1ccc(Cl)cc1 (stereo unspecified)	-24%	-19%	23	1%[2.32 µM]	0%	-16%
8	CSC(=NC(C)c1ccccc1)NS(=O)(=O)c1cccs1 (stereo unspecified)	-6%	?	?	-5%	-6%	-21%
9	CN(CC(=O)Nc1cccc(C(F)(F)F)c1)S(=O)(=O)c1cccs1	·	-4%	20	·	·	0%
10	COCc1ccc(-c2c(-c3ccccc3OC)sc3cc4c(cc23)OCO4)cc1	-27%	2%	83	-10%	·	-1%
11	COc1ccccc1C(=O)NCCCNc1ccc([N+](=O)[O-])cc1	-30%	?	-22	19%	0%	-1%
12	COc1cc(O)c(C(CCN2CCOCC2)c2ccc3c(c2)OCO3)c(OC)c1 (stereo unspecified)	32%	-1%	-5	-20%	?	-30%
13	O=C(/C=C/Nc1ccc(F)cc1)c1ccc(Oc2ncccn2)cc1	-21%	-1%	-13	-12%	1%	0%
14	CC(OC(=O)CN1C(=O)NC2(CCCC2)C1=O)C(=O)Nc1cccc(Cl)c1 (stereo unspecified)	0%	6%	38	5%	·	-1%
15	Cc1c(C(=O)Nc2ccccc2Cl)oc2ccc(S(=O)(=O)N3CCC4(CC3)OCCO4)cc12	1%	7%	-30	1%	0%	-1%
16	O=C(COc1ccc(S(=O)(=O)N2CCOCC2)cc1)NCC1CCCO1 (stereo unspecified)	-14%	-2%	-11	-2%	6%	4%
17	Cc1nc(-c2cccc(S(=O)(=O)N3CCC(C)CC3)c2)cs1	-17%	6%	-32	5%	0%	-3%
18	Cc1cc(=O)oc2cc(OCC(=O)Nc3nccs3)ccc12	-3%	1%	28	6%	-19%	2%
19	Cc1nn(Cc2ccc(C(=O)N3N=C(C(F)F)CC3(O)C(F)F)o2)c(C)c1[N+](=O)[O-] (stereo unspecified)	-34%	-13%	-9	71%[activator]	3%	-15%
20	Cc1cccc(NC(=O)CSc2nnc(-c3ccco3)c(-c3ccco3)n2)c1	16µM*	8%	-3	?	?	3.5µM*
21	COc1ccccc1-n1cnc2c(c1=O)c1nc3ccccc3nc1n2-c1ccc(C)c(C)c1	-2%	-4%	?	0%	-7%	-6%
22	CCC(=O)N1CCc2cc(S(=O)(=O)CCC(=O)Nc3ccc(Cl)c(C(F)(F)F)c3)ccc21	·	-2%	-91*	·	·	-3%
23	O=C(CSc1nc(-c2ccccc2Cl)ns1)NCc1ccco1	-42%	-5%	5	-12%	2%	?
24	Fc1cccc(NC(=S)N2CCCCC2)c1	-14%	5%	28	5%	0%	4%
25	Cc1nn(Cc2ccc(C(=O)N3N=C(C(F)F)CC3(O)C(F)F)cc2)c(C)c1[N+](=O)[O-] (stereo unspecified)	3%	-1%	18	43%[activator]	7%	3%
26	O=C(O)c1cccc(S(=O)(=O)N2CCC(n3nnc4cc(C(F)(F)F)ccc43)CC2)c1	-15%	3%	19	8%	·	-2%
27	CCN(CC)CCC(=O)N1c2ccccc2Sc2ccc(Cl)cc21	22%	-18%	?	-7%	·	-6%
28	COc1cc(S(=O)(=O)N2CCCC3(CCCCC3)C2)ccc1-n1cnnn1	-8%	-10%	6	0%	0%	-19%
29	Cc1cc(Sc2nc(N)ncc2[N+](=O)[O-])ncn1	-22%	0%	-99*	60%[activator]	18µM*	2.2µM*
30	CCN(CC)S(=O)(=O)c1cc(NC(=O)c2cccc(N3C(=O)CCC3=O)c2)ccc1Cl	-8%	-14%	-23	-2%	·	-4%
31	COC(=O)c1ccc(NC(=O)CN(c2cccc(C(F)(F)F)c2)S(C)(=O)=O)cc1	·	2%	-3	·	·	0%
32	COc1ccc(CCN(C)C(=O)CCCN2C(=O)c3cccc4cccc(c34)C2=O)cc1OC	134%[activator]	?	-34	3%	4%	-25%
33	Cc1ccc(C(=O)NNc2cc(=O)n(C)c(=O)n2C)cc1C	-13%	-8%	-1	3%	-29%	1%
34	CC(C(=O)Nc1ccc(Cl)cc1Cl)N1C(=O)NC2(CCCCCCC2)C1=O (stereo unspecified)	-13%	-4%	-5	-9%	·	1%
35	COC(=O)c1ccc(CSc2nnc(N)s2)cc1	-16%	-14%	-1	6%	0%	-1%
36	CCOC(=O)c1cccc(NC(=O)CSc2nnc(C)n2Cc2ccccc2)c1	49%	?	36	25%	5%	9%
37	COc1ccccc1CNC(=O)COc1cc2c(c3oc(=O)cc(C)c13)CCC(C)(C)O2	45%	-9%	-35	-4%	-19%	12%
38	Cc1ccc(NC(=O)COC(=O)Cn2cnc3ccccc32)c(C)c1	-18%	·	-34	5%	·	·
39	CCN(CC)C(=O)c1n[nH]c(=O)c2ccccc12	-21%	-12%	21	6%	6%	2%
40	O=C(Nc1ccc(F)cc1)c1ccccc1NS(=O)(=O)N1CCCC1	-24%	5%	?	5%	-1%	4%

An excerpt from above, showing only Sm TGR inh and AmpC no deterg:
nr	SMILES	Sm TGR inh	AmpC no deterg
36	CCOC(=O)c1cccc(NC(=O)CSc2nnc(C)n2Cc2ccccc2)c1	9%	49%
37	COc1ccccc1CNC(=O)COc1cc2c(c3oc(=O)cc(C)c13)CCC(C)(C)O2	12%	45%
38	Cc1ccc(NC(=O)COC(=O)Cn2cnc3ccccc32)c(C)c1	·	-18%
39	CCN(CC)C(=O)c1n[nH]c(=O)c2ccccc12	2%	-21%
40	O=C(Nc1ccc(F)cc1)c1ccccc1NS(=O)(=O)N1CCCC1	4%	-24%

Additional records
item	structure	AmpC no deterg	AmpC inh detg	HCMV inh	AMA1 RON2 block	FBPA Giardia inh	Sm TGR inh
41	O=C(CC(C(=O)O)c1cccc(Br)c1)c1ccc(Cl)cc1 (stereo unspecified)	-36%	1%	-19	16%	5%	-1%
42	COc1ccc(NC(=O)C(=O)NNC(=O)c2cccs2)c(OC)c1	-19%	1%	-26	78%[activator]	·	-24%
43	CCOc1ccc(C2c3c(oc4ccccc4c3=O)C(=O)N2c2nnc(C)s2)cc1OC (stereo unspecified)	·	21%	19	·	·	2%
44	O=C(NCC1CCCO1)C(=O)c1c[nH]c2ccccc12 (stereo unspecified)	-23%	2%	52	6%	2%	5%
45	O=C(Nc1ccc(C(=O)O)cc1)Nc1ccc([N+](=O)[O-])cc1	-21%	-11%	14	2%	-8%	5%
46	CCc1nc(CNC(=O)C2CCC(=O)N(Cc3cccc(OC)c3)C2)no1 (stereo unspecified)	-10%	-12%	25	1%	7%	0%
47	Cc1cccc(NC(=O)CSc2nc(-c3cccs3)cc(C(F)(F)F)c2C#N)c1C	·	14%	6	·	·	19%
48	CC(C)C(=O)c1c(C(C)C)nn2ccccc12	·	·	3	6%	-3%&-17%	·
49	COc1ccccc1NS(=O)(=O)c1cc(NC(=O)c2cccs2)ccc1N1CCCCC1	-37%	0%	-37	-7%	-2%	0%
50	CC(=NCc1ccco1)c1c(O)n(-c2ccccc2C)c(=O)[nH]c1=O	-3%	-10%	24	-9%	8%	-29%
51	Cc1ccc(SCCC(=O)NCCSCc2ccco2)cc1	-16%[2.29 µM]	-9%	-100*	-19%	-1%	?
52	Cn1cc(SCC(=O)N2CCCc3ccccc32)c2ccccc21	-50%	3%	10	3%	?	8%
53	COc1ccc(C2C=C(c3ccccc3)Nc3nc(CCCO)nn32)cc1 (stereo unspecified)	31%	-5%	11	4%	-9%	25µM*
54	CC(=O)Nc1ccc(CN2CCN(Cc3ccc(F)c(F)c3)C(CCO)C2)cc1 (stereo unspecified)	17%	-2%	-37	8%	-1%	20µM*
55	COc1cccc(C(=O)/C=C/Nc2cccc(O)c2)c1	-25%	?	128	-9%	-10%	-1%
56	COc1cccc(-c2nnc3n(Cc4ccccc4Cl)c(=O)c4ccccc4n23)c1O	·	-2%	-19	·	·	3%
57	COC(=O)c1ccccc1NC(=O)CC#N	-22%	-14%	24	1%	2%	0%
58	Cc1ccc(CN2C(=O)c3ccccc3CC2(C)C(=O)NC2CCCCC2)cc1 (stereo unspecified)	·	2%	34	·	·	-1%
59	Cc1cc(C(=O)COC(=O)CCc2nc3ccccc3c(=O)[nH]2)c(C)n1CC1CCCO1 (stereo unspecified)	14%	1%	·	-8%	-14%	0%
60	COC(=O)N/N=C/c1cn(CC(C)COc2ccccc2)c2ccccc12 (stereo unspecified)	-1%	?	12	-1%	5%	-3%
61	COc1ccc(CNC(=O)CN(CC2CCCO2)C(=O)CNS(=O)(=O)c2ccc(F)cc2)cc1 (stereo unspecified)	15%	-18%	-14	1%	2%	7%
62	Cc1ccccc1C(=O)Nc1ccc2nc(SCC(=O)N3CCc4ccccc43)sc2c1	·	3%	-7	·	·	7%
63	Cc1cnc(NC(=O)CSc2nnc(Cc3ccccc3)o2)s1	-21%	0%	5	75%[activator]	0%	2%
64	COc1ccc(S(=O)(=O)N2CCCC2C(=O)n2nc(C)cc2C)cc1 (stereo unspecified)	-6%	1%	20	2%	6%	-1%
65	N#C/C(=C\c1ccccc1Cl)C(=O)NC(=O)Oc1ccccc1	-23%	2%	-22	3%	-6%	-29%
66	CCOc1ccc(NC(=O)c2c(Nc3ccccc3C)sc(C(=O)c3ccccc3)c2N)cc1	·	14%	1	·	·	7%
67	Fc1ccc(Nc2ncnc3c2nc2n3CCCCC2)c(F)c1	·	3%	139	·	·	-4%
68	COc1ccc(N2CCN(C(CNC(=O)C(=O)NCCCn3ccnc3)c3cccnc3)CC2)cc1 (stereo unspecified)	7%	4%	-7	?	3%	-2%

Assay outcomes (PubChem)
